GLS inh – inhibitors of human glutaminase (GLS); O94925; AID 624170; Potency, µM (highest dose often 45.5 µM), inactives show top-dose activity change, negative = inhibition, most hits filed as inhibitors; 0.21% of 410,000 active; GLS enzymatic activity, qHTS titration; further: potency means the concentration at half of the fitted maximal effect; on the % scale 0 is the no-effect control and ±100 the full control effect
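Read-out is an Amplex red fluorescence increase coupled through glutamate oxidase and HRP, measured before and after 30 min room-temperature incubation. hKGA is in 45 mM KH2PO4 (pH 8.2) with 0.02% Tween-20; glutamine added as 1mM solution.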
G9a inh – blocks human histone lysine methyltransferase G9a. Q96KQ7. G9a H3K9 monomethylation, AlphaScreen, 2 h. Potency, µM (top dose mostly 102 µM), for the others: at the highest dose activity, negative = inhibition, hits mostly inhibitors. 8.8% of 350,000 active. AID 504332; further: potency means the concentration at half of the fitted maximal effect; on the % scale 0 is the no-effect control and ±100 the full control effect; nearly all actives have a fitted effect of over 75% in size
Target sequence (Q96KQ7 913-1193 limits assumed): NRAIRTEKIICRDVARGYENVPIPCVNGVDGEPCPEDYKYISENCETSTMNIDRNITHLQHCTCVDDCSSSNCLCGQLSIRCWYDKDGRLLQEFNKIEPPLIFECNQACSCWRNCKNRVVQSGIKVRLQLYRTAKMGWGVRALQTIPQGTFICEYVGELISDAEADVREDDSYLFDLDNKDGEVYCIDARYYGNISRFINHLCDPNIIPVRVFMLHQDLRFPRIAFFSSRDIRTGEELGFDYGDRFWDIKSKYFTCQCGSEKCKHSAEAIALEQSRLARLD
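AlphaScreen detection with an anti-monomethyl H3K9 antibody quantified product after a 2 h room-temperature reaction containing 500 nM biotinylated H3K9 peptide, 20 µM SAM and 20 nM enzyme, which had been preincubated 15 min with compound.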
HP1b chromo inh – HP1-beta chromodomain-methylated histone interaction inhibition; P83916; AlphaScreen HP1-beta / biotin-H3K9me3 peptide binding; Potency, µM (doses to about 114 µM), for inactives: at the top dose activity change, negative = inhibition, usual class: inhibitors; 0.56% of 390,000 active; AID 540317; further: potency means the concentration at half of the fitted maximal effect; nearly all actives have a fitted effect of over 70% in size; inactives centre near 23
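HP1-beta protein (50 nM final) preincubated 30 min at room temperature with biotinylated H3(1-18)K9me3 peptide (50 nM) in PBS pH 7.4, 0.01% Tween-20, then compound added for 30 min. AlphaScreen streptavidin donor/nickel chelate acceptor beads (10 ug/mL final), 30 min dark, luminescence read.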
Pin1 inh – blocks the human prolyl isomerase Pin1; 0.009% of 390,000 active; Potency, µM (highest dose often 115 µM), inactives show top-dose activity, negative = inhibition, actives largely listed as inhibitors; Pin1 FP peptide displacement, HiFluor488, 10 min; Q13526; AID 504891; active means well fitted inhibition curve with a large enough effect in the polarisation, with a control signal flat, not every such curve was filed as active; inconclusive means small, poorly fitted or top-dose-only effect, or effect the other way, or a change in a side signal; inactive means no such curve, though single readings can be large or run the other way; the % refers to the polarisation; further: potency means the concentration at half of the fitted maximal effect; on the % scale 0 is the no-effect control and ±100 the full control effect
BAZ2B inh – BAZ2B (human) inhibition. 4.4% of 360,000 active. Q9UIF8. Potency, µM (titrated, usually from 114 µM), for inactives: at the highest dose activity change, negative = inhibition, actives largely listed as inhibitors. AID 504333. AlphaScreen BAZ2B-H3K14Ac peptide displacement; further: potency means the concentration at half of the fitted maximal effect; on the % scale 0 is the no-effect control and ±100 the full control effect; nearly all actives have a fitted effect of over 60% in size
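Protein-peptide AlphaScreen: BAZ2B 50 nM, b-H3K14Ac 50 nM, 1x PBS pH 7.4 + 0.01% Tween-20. Preincubation 30 min RT; cpd 30 min RT (top 110 uM); beads 20 min RT, light-protected.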
JMJD2A Tudor inh – blocks the human JMJD2A Tudor domain; O75164; AlphaScreen JMJD2A-Tudor / H3K4me3 peptide binding; Potency, µM (doses to about 114 µM), inactives show top-dose activity change, negative = inhibition, actives largely listed as inhibitors; 4.4% of 390,000 active; further: potency means the concentration at half of the fitted maximal effect; on the % scale 0 is the no-effect control and ±100 the full control effect; nearly all actives have a fitted effect of over 50% in size
PI4K2A inh – PI4K2A (human) kinase inhibition; Q9BTU6; purified PI4K2A, ADP-Glo luminescence, 1 h; hits give low values; 0.13% of 420,000 active; activity change, negative = inhibition, % at 76.9 µM; in the data active means activity change below about -50%; inconclusive means mostly about -30% to -49%;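 further: -100% = wells without enzyme as full effect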
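In this quantitative HTS, ADP production by PI4K2A was quantified luminescently after 1 h at ambient temperature; 100 microM adenosine served as plate-quality control.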
POLH inh – blocks human DNA polymerase eta activity; Q9Y253; recombinant Pol eta, fluorescent DNA replication assay; Potency, µM (top dose mostly 114 µM), without a hit: at the highest dose activity change, negative = inhibition, most hits filed as inhibitors; 1.2% of 390,000 active; further: potency means the concentration at half of the fitted maximal effect; on the % scale 0 is the no-effect control and ±100 the full control effect
Target sequence (Q9Y253 whole entry, looked up): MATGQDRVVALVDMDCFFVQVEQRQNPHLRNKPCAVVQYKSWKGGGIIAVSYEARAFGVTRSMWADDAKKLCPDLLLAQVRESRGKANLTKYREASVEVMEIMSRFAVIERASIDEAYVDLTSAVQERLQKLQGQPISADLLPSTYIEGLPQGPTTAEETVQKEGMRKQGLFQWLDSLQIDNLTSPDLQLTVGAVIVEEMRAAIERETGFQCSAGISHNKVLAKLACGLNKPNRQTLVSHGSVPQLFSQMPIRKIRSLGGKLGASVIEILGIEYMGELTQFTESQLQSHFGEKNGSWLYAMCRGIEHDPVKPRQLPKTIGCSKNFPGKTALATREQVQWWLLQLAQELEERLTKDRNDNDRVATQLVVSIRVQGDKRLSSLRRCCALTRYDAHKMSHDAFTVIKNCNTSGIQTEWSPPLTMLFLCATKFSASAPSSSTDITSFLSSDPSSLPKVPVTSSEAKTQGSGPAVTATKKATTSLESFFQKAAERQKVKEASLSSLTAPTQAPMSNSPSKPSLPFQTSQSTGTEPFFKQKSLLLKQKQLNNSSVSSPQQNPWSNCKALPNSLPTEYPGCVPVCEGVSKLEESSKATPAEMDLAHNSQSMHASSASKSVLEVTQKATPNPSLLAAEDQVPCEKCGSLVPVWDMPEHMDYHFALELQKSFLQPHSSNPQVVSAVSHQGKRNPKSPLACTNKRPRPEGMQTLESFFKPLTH
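Pol eta (10 nM) was preincubated with compounds for 15 min at room temperature, after which fluorescent replication substrate (50 nM final) was added to start the reaction. Fluorescence was read kinetically at 0 and 10 min.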
Tb PGK inh – T. brucei PGK inhibition | P07378 | PGK/GAPDH coupled, Kinase-Glo luminescence, 60 min | Potency, µM (highest dose often 57.5 µM), for the others: at the highest dose activity change, negative = inhibition, actives largely listed as inhibitors | 0.043% of 380,000 active; further: potency means the concentration at half of the fitted maximal effect; on the % scale 0 is the no-effect control and ±100 the full control effect; nearly all actives have a fitted effect of over 60% in size
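Luminescent ATP detection (Kinase-Glo Plus) follows a 60-minute room-temperature incubation, with wells lacking PGK as controls. Buffer: 100 mM TEA (pH 7.6), 5 mM MgCl2, 0.01% Tween-20. Coupling enzyme GAPDH (100 nM final) supplies unstable 1,3-BPG in-well.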
* hit, by the source's call; i = inactive; ? = inconclusive; . = no result given; [ ] = another dose, or the depositor's remark. Unless noted, the call rests on the fitted dose curve; in most records, active means well fitted curve in the direction sought with a large enough effect; inconclusive means small, poorly fitted or top-dose-only effect, or another doubt; inactive means no such curve, though single readings can be large; an effect the other way counts as inactive or inconclusive. Only part of the results is shown; count on the stated rates, not on these rows.

SMILES	GLS inh	G9a inh	HP1b chromo inh	Pin1 inh	BAZ2B inh	JMJD2A Tudor inh	PI4K2A inh	POLH inh	Tb PGK inh
CCNC(=O)NC(=O)C(C)On1nnc2ccc(S(=O)(=O)N(CC)CC)cc21 (stereo not given)	0%	13%	28%	?	10%	-16%	7	-13%	-5%
CCc1ccc(CNC(=O)c2ccc3c(Cl)c4c(nc3c2)CCCC4)cc1	-5%	6%[59 µM]	37%	1%	3%[57.1 µM]	-4%	7	-23%	-4%
CC(C)(C)S(=O)(=O)N1C[C@@H]2C(=CC[C@H]3C(=O)N(c4ccccc4)C(=O)[C@@H]23)[C@@H]1CCO	1%	.	62%[activator]	-6%	.	-25%	-5	-6%	-8%
Cc1[nH]c(=O)c(C(=O)/C=C/c2ccccc2F)c2c1CCCC2	-2%	-11%[59 µM]	9%	14%	0%	-26%	12	?	-6%
Cc1onc(-c2ccccc2)c1CNS(=O)(=O)c1ccccc1[N+](=O)[O-]	2%	?	-1%	-10%	-18%	-6%	-3	-16%	-6%
CC(C)c1cnc2c(c1SCC(=O)O)c(=O)n(C)c(=O)n2C	-7%	5%[59 µM]	17%[57 µM]	-17%	6%	-18%	2	-10%	-3%
Cc1ccc(-c2nn3cnnc3c3ccccc23)cc1C	5%	3%	7%	-4%	-16%	-18%	-2	-7%	-7%
Fc1ccc(-c2cc(-c3ccccc3)c3c(n2)-c2cc(F)ccc2OC3)cc1	-1%	17%[59 µM]	69%[activator]	-17%	0%	14%	3	-14%	0%
Cc1cc(C)cc(N2C(=O)CC(N3CCOCC3)C2=O)c1 (stereo not given)	0%	2%[12.7 µM]	13%	-1%	4%	-6%	6	4%	.
CC1CCCN(C(=O)/C(=C/c2ccco2)NC(=O)c2ccccc2)C1 (stereo not given)	5%	45µM*	-1%	10%	-9%	-21%	-3	1%	0%
CCN(CCO)C(=O)C12CCC(C)(C(=O)C1)C2(C)C (stereo not given)	-1%	12%[59 µM]	27%	-10%	6%	1%	4	-4%	-4%
Nc1nc(/C=C/c2ccc(F)cc2)nc(-c2ccccc2O)n1	11%	-7%[59 µM]	14%	2%	4%	-12%	-2	-7%	3%
COc1cccc(CNC(=O)C2CCCN(S(=O)(=O)c3cnc[nH]3)C2)c1 (stereo not given)	-14%	21%	70%[activator]	-6%	-6%	-17%	0	-11%	-1%
CCC(=O)OCC(=O)Nc1ncc(C(F)(F)F)cc1Cl	14%	.	-2%	?	-10%	?	-3	-6%	-6%
Cc1c(CNC2CCCCC2)c(C(=O)O)c(C)n1Cc1c(F)cccc1Cl	18%	5%[59 µM]	0%	-13%	-15%	-20%	2	0%	i
COc1ccccc1CCNC(=O)Cn1ccc2cc(S(=O)(=O)N3CCCC3)ccc21	-1%	11%	17%	4%	-17%[57.1 µM]	-31%	-4	-7%	3%
Cc1nnc(NC(=O)C2CCCN2C(=O)Nc2ccccc2)s1 (stereo not given)	-1%	8%	96%[activator]	4%	-14%	-6%	-2	12%	-4%
CC(=O)Nc1ccc(NC(=O)c2ccc3c(c2)N(Cc2cccc(Cl)c2)C(=O)c2ccccc2S3(=O)=O)cc1	5%	?	53%	13%	5%	-30%	-2	-14%	i
CC1CCC(=O)N(CCOc2ccccc2)CC1 (stereo not given)	6%	-32%	9%	-1%	8%	?	2	?	1%
COC(=O)Cn1c2ccccc2c2nc(=O)cc(C)n21	-6%	-3%	41%	-2%	9%	-15%	1	5%	7%
CC(OC(=O)c1ccc2c(=O)n3c(nc2c1)CCCCC3)C(=O)Nc1ccc(Cl)cn1 (stereo not given)	-1%	10%[59 µM]	31%	3%	-8%	-18%	2	-24%	-6%
O=C1CCCN1c1ccc(Br)cc1	14%	21%	33%	-2%	9%	-12%	16	5%	-7%
C/C(=N/NC(=O)CNC(=O)CCc1ccccc1)c1ccc(Cl)c(Cl)c1	-7%	.	15%	-6%	-1%	?	3	-12%	i
COc1cc([N+](=O)[O-])ccc1NC(=O)CN1CCc2cc(OC)c(OC)cc2C1	1%	28µM*	-17%	3%	-35%	-35%	0	-5%	2%
COc1ccccc1CNc1cccc(C)n1	-9%	.	.	.	.	.	-3	-3%	-8%
CN(Cc1c(C(=O)N2CCCCCCC2)nc2ccc(Cl)cn12)C1CCOC1 (stereo not given)	0%	-9%	40%	-11%	-2%	4%	-2	-2%	-5%
CSc1nc(N2CCN(Cc3ccc4c(c3)OCO4)CC2)c2ccccc2n1	0%	-3%	11%	-7%	?	-25%	1	-8%	-1%
Nc1nnn(CC(=O)N/N=C/c2ccccc2)n1	-5%	-16%[12.7 µM]	37%	5%	-8%	-11%	-5	-7%	-3%
O=C(Nc1ccc(S(=O)(=O)N2CCCC2)cc1)c1ccccc1	-8%	-6%	4%	-7%	9%	-13%	-7	-12%	-9%
COc1cc2c(cc1OC)CN(CC(=O)Nc1ccc(F)cc1)C(C(=O)O)C2 (stereo not given)	40%[activator]	?	33%	16%	79µM*	-30%	8	-15%	2%
COc1ccc(OC)c(NC(=O)COCc2cc(-c3ccc(F)cc3)on2)c1	-19%	-16%[59 µM]	18%	4%	-3%	-21%	1	-17%	6%
COc1ccccc1C(=O)NNS(=O)(=O)c1ccc(F)cc1	9%	11%[0.501 µM]	37%	-5%	1%	-10%	2	-18%	-5%
CSc1ccc(NC(=O)Cn2nnnc2-c2ccccc2F)cc1	-1%	4%[59 µM]	2%	-1%	-1%	-16%	-1	-12%	0%
CCN1CCN(Cc2c(O)ccc3c2O/C(=C\C=C\c2ccccc2)C3=O)CC1	12%	?	34%	?	?	-3%	-2	-24%	i
CCOc1ccc(/C=N/NC(=O)c2cc3ccccc3cc2OC)cc1	1%	-7%	27%	11%	-13%	-26%	1	-2%	i
O=C(O)c1ccccc1-c1ccccc1C(=O)Nc1ccc(OC(F)(F)F)cc1	1%	3%[59 µM]	56%[activator]	5%	-4%	1%	-1	2%	4%
Cc1cccnc1NC(=O)c1ccc2nc(N)sc2c1	-1%	40µM*	14%	-9%	4%	-2%	27	-15%	-5%
CN(C)c1ncnc2c1ccn2C1OC(CO)C(O)C1O (stereo not given)	9%	.	29%	-8%	.	-3%	5	-6%	-8%
O=C(c1cc(-c2ccc3c(c2)OCO3)on1)N1CCN(c2ccc(F)cc2)CC1	1%	-26%	24%	1%	3%	-13%	0	-5%	-8%
CC(=O)C1=C(c2ccc(C)cc2)N(C(C)=O)n2c(nnc2-c2ccccc2)S1	-12%	-1%[59 µM]	66%[activator]	-9%	1%	-1%	1	-3%	-3%
CC1CCN(C(=O)CN(c2ccc3c(c2)OCCO3)S(=O)(=O)c2ccccc2)CC1	4%	-7%	15%	-9%	-10%	-13%	2	-19%	i
COc1ccc(CONS(=O)(=O)c2ccc(NC(C)=O)cc2)cc1Cl	9%	13%	23%	0%	4%	0%	6	-15%	-3%
O=C(CCN1C(=O)c2ccccc2C1=O)Nc1cccc(F)c1	1%	24%[12.7 µM]	22%	2%	?	-12%	0	2%	6%
CCCNC(=O)c1cccc(S(=O)(=O)N2CC3(C)CC2CC(C)(C)C3)c1 (stereo not given)	-6%	-29%	31%	3%	-2%	-5%	0	-18%	-3%
COC(=O)c1ccccc1NC(=O)c1cc(-c2ccc(O)cc2)on1	-1%	-9%	13%	-3%	8%	-11%	0	7%	i
O=C(Nc1cccc(S(=O)(=O)N2CCOCC2)c1)c1cc2c(s1)CCC2	6%	-44%	8%	0%	-27%	-29%	-16	2%	-2%
COc1cccc(C(=O)NNS(=O)(=O)c2ccc(F)cc2)c1	6%	.	30%	6%	8%[0.457 µM]	6%	6	-8%	i
COc1cc(C(=O)Nc2ccc(Oc3ncnc4sc(-c5ccccc5)cc34)cc2)cc(OC)c1OC	9%	13%[59 µM]	11%	-6%	13%	-16%	4	-3%	-1%
COc1ccc(Cl)cc1NC(=O)C(C)OC(=O)c1ccc(NS(=O)(=O)c2ccc3[nH]c(=O)[nH]c3c2)cc1 (stereo not given)	-5%	-20%[59 µM]	9%	24%	-8%	-28%	0	-3%	0%
Cn1c(=O)n(C)c2cc([N+](=O)[O-])c(N3CCN(S(=O)(=O)c4ccc5ccccc5c4)CC3)cc21	5%	10%[59 µM]	-3%	7%	-6%	-20%	1	-2%	-7%
CC(=O)N1CCc2cc(S(=O)(=O)NC(CC(C)C)C(=O)NCc3ccccc3)ccc21 (stereo not given)	-1%	7%[59 µM]	35%	-3%	.	4%	-3	-13%	10%
CN(Cc1nc2ccccc2n1C)C(=O)c1ccco1	-1%	12%	38%	-8%	-8%	3%	-3	-20%	-7%
CN(C(=O)c1ccncc1)c1nnc(-c2cccnc2)s1	7%	16%[59 µM]	18%	-4%	-5%	-11%	4	2%	-12%
Cc1ccc(C(=O)NCC(=O)O)o1	5%	-10%	39%	1%	-11%	-4%	-4	-8%	-13%
COc1cccc(CN2CCNC(=O)C2CC(=O)NC2CCCCCCC2)c1 (stereo not given)	-4%	-14%[0.0925 µM]	14%	-2%	-17%	-26%	-3	-16%	5%
CCCCNS(=O)(=O)c1ccc2nc(SCC(=O)N3CC(C)OC(C)C3)[nH]c2c1 (stereo not given)	-11%	?	2%	8%	5%	-1%	3	3%	0%

Screening data from PubChem.
